# Source: PubChem
# Jurkat autofluor: autofluorescence counter-screen for VLA-4 integrin assays; Jurkat cells, compound autofluorescence, flow cytometry; active compounds read high; 1 = vehicle-only cell background; fluorescence ratio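 (tested at 10 µM compound in the well)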; 24,000 tested, 0.61% active;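 active = fluorescence ratio above 2.44, which is 1 plus 3 SD of all ratios; inconclusive = signal too bright to measure linearly, ratio around 10 or more; inactive = fluorescence ratio below 2.44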;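 also: green fluorescence of cells measured with 488 nm excitation and 530 nm emission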
# Prostate diff: activators of LNCaP prostate cell differentiation; flow cytometry side scatter, 4 d; 24,000 tested, 0.56% active; side scatter shift, % at 10 µM;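 active = side scatter shift above 30%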;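 also: androgen-responsive LNCaP prostate cancer cells in charcoal-stripped serum medium; percent of cells past a gate set so DMSO wells show 10% shift; higher shift means more granular cells and more differentiation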
# VLA-4 agonist: allosterically activates the human VLA-4 integrin; Jurkat cells, LDV-FITC binding, flow cytometry; P13612; 24,000 tested, under 10 active; activation, % at 10 µM (by protocol);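 active = fluorescent ligand binding to cells raised by more than 40% of the manganese-induced maximum; inconclusive = compound's own fluorescence above 85% of the ligand control signal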;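 also: 0% = ligand binding without compound and 100% = manganese-stimulated maximal binding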
# Target sequence (P13612 whole entry, looked up): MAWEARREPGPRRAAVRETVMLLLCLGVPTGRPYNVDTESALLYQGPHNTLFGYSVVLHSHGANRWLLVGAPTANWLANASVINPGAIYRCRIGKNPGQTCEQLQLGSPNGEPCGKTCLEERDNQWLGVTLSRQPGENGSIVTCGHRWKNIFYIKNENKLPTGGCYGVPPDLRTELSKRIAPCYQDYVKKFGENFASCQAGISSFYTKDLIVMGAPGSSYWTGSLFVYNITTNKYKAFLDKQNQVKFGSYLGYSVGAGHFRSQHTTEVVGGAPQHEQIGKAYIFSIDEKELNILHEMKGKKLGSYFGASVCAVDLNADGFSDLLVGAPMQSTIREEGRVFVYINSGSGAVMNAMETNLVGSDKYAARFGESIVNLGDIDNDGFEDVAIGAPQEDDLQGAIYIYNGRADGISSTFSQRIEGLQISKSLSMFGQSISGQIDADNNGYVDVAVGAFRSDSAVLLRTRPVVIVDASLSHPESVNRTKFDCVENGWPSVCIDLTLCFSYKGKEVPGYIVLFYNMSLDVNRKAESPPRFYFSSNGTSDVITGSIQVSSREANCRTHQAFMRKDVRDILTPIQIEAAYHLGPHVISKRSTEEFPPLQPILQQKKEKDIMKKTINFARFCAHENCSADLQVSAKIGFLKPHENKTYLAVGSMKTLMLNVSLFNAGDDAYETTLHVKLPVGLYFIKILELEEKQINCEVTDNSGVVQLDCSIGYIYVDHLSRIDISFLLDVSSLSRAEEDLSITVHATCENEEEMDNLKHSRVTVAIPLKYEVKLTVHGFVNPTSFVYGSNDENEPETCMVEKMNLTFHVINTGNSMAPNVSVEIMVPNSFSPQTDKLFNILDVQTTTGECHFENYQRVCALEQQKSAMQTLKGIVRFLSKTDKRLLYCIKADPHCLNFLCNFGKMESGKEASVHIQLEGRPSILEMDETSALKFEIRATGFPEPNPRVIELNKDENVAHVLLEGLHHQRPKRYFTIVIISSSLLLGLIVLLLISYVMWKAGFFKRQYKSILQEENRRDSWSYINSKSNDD
# VLA-4 antagonist: inhibitors of LDV-FITC ligand binding to Mn2+-activated human VLA-4 integrin; inhibition, % at 10 µM (by protocol); P13612; 24,000 tested, 0.2% active; Jurkat cells, LDV-FITC binding with Mn2+, flow cytometry; 100% = Mn2+-driven binding gain fully reversed; AID 529;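 active = inhibition above 50%; inconclusive = compound itself fluorescent, judged against control cell fluorescence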;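 also: 0% = Mn2+ stimulated cells lacking compound and 100% = ligand binding without Mn2+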
# The depositor's hits bear a star; ? = inconclusive. Some of the compounds tested; the hit share may differ from the screen's.
SMILES,Jurkat autofluor,Prostate diff,VLA-4 agonist,VLA-4 antagonist
CCCSc1nc(N)cc(=O)[nH]1,0.95,18,2,-40
CCOc1ccc(CNC(=O)C2CCN(S(=O)(=O)N3CCCC3)CC2)cc1OC,1,7,2,-18
O=C(NCCc1ccc(Cl)cc1)C1CCN(S(=O)(=O)N2CCCCC2)CC1,1,9,-1,6
CCOc1ccc(-n2ccnc2SCC(=O)Nc2nnc(CC)s2)cc1,0.98,7,-5,0
O=C(NCC1CCCO1)c1ccc(C(=O)NCC2CCCO2)cc1 (stereo not drawn),0.98,4,8,-20
CN(CC(=O)N1CCCCCC1)S(=O)(=O)c1ccc(Br)s1,1,6,-3,3
CCOC(=O)c1cccc(NC(=O)CSc2nnc(-c3cccnc3)n2C)c1,0.98,6,-3,-4
Cc1nnc(C)c2c(C)n(-c3ccc(Br)cc3)c(C)c12,0.99,4,2,-3
CCOC(=O)c1ccc(COC(=O)CCc2nc3ccccc3[nH]c2=O)o1,0.97,4,2,-10
COc1ccc(N2CCN(C(=O)CN3C(=O)C4CC=CCC4C3=O)CC2)cc1 (stereo not drawn),1,4,0,2
CSc1nc2ccc(Nc3nc(N4CCOCC4)nc(N4CCOCC4)n3)cc2s1,1.1,28,-2,-6
NC(=O)C1CCN(C(=O)C2CCN(S(=O)(=O)c3ccccc3)CC2)CC1,1,1,-6,-27
CCOc1ccc(-n2cc(C(=O)N3CCN(C)CC3)c3cc(OC)c(OC)cc3c2=O)cc1,1.1,11,?,?
CCOC(=O)c1ccc(NC2c3ccccc3C(=O)N2c2cccnc2)cc1 (stereo not drawn),1.1,8,-10,20
O=C(NC1CCCCCCC1)C1CCCN(S(=O)(=O)c2cnc[nH]2)C1 (stereo not drawn),0.94,7,-1,13
CCOc1ccc(CCNC(=O)C2CCN(c3nnc(-n4cccc4)s3)CC2)cc1OCC,1.1,5,-5,17
O=C(C1CC(=O)N(C2CCCC2)C1)N1CCN(c2ccc(F)cc2)CC1 (stereo not drawn),1,6,5,-6
COc1ccc(NS(=O)(=O)c2c(C)[nH]c(=O)[nH]c2=O)c(OC)c1,0.99,12,2,15
CCN1CCN(c2ncnc3c2sc(=S)n3-c2ccccc2)CC1,1,9,-3,-15
CCOc1ccc(C(=O)CN2CCN(S(=O)(=O)c3ccc(Cl)cc3)CC2)cc1,1.1,15,0,0
Cc1cc(C(=O)NCCCN2CCN(C3CCCCC3)CC2)n(-c2ccccc2)n1,1,4,1,-4
CCOC(=O)N1CCC(NC(=O)c2cc(C(=O)NC3CCCC3)ccc2CO)CC1,0.96,4,2,13
Cc1csc(NC(=O)c2ccoc2C)n1,1,8,11,0
CCCc1n[nH]c2c1/C(=N/O)CC(c1ccccc1)C2 (stereo not drawn),0.99,8,-4,0
CC(C)COc1ccc(C2NC(=O)NC2=O)cc1 (stereo not drawn),0.92,6,7,-14
O=C(C1CCC(CNc2c(N3CCCCC3)c(=O)c2=O)CC1)N1CCc2ccccc2C1 (stereo not drawn),1,9,-4,7
O=C(Nc1ccc(N2CCOCC2)cc1)c1cc2ccccc2o1,0.91,4,7,-42
Cc1cc(=O)n2nc(N3CCCC3C(=O)NCc3ccccn3)sc2n1 (stereo not drawn),0.99,27,5,27
O=C(COc1ccccc1Cl)OCC(=O)N1CCN(S(=O)(=O)c2ccccc2)CC1,0.96,1,-4,-14
CCc1ccc(-c2nc(CSCC(=O)N3CCN(c4ccccn4)CC3)c(C)o2)cc1,1.1,6,-14,33
Cn1cc(C(=O)NCCc2ccccc2)c(=O)c2cc(S(=O)(=O)N3CCOCC3)ccc21,1.1,9,2,-6
CN(C)S(=O)(=O)c1ccc(C(=O)OCCCN=C2NS(=O)(=O)c3ccccc32)cc1,1.1,7,1,9
CC12CC(NC(=O)N1c1ccc(C(=O)N3CCN(c4ccccn4)CC3)cc1)c1ccccc1O2 (stereo not drawn),1.1,13,-9,4
CC(=O)Oc1cc2c(C(=O)NCCN3CCOCC3)c(C)oc2c2ccccc12,1.1,10,-4,12
CC(=O)N(c1ccc(C)cc1)C1C=CS(=O)(=O)C1 (stereo not drawn),1,3,1,-20
COc1ccc(NC(=O)CCCN2C(=O)C3C4C=CC(C4)C3C2=O)c(OC)c1 (stereo not drawn),1,9,0,1
Cc1[nH]c(=O)[nH]c1C(=O)CCCCC(=O)OCC(=O)Nc1ccccn1,0.93,15,-1,22
O=c1c(Cc2ccccc2O)c(O)nc2n1CCCS2,1.1,7,-2,18
CCOc1ccc2cc(C#N)c(SCC(=O)N3CCC(C)CC3)nc2c1,1.2,10,-4,-2
CCC(=O)N1CCc2cc(Br)cc(S(=O)(=O)NCCN3CCCCC3C)c21 (stereo not drawn),0.94,1,1,-6
CCN1C(=O)c2cccc3c(NC(=O)c4cccc(N5C(=O)CCC5=O)c4)ccc1c23,1,12,2,-24
CCOC(=O)N1CCN(C(=O)c2ccc3c(=O)n(CCc4ccccc4)c(=S)[nH]c3c2)CC1,1.2,7,?,?
CCn1ncc(C2=NOC(C(=O)Nc3cnn(C45CC6CC(CC(C6)C4)C5)c3)C2)c1C (stereo not drawn),1.1,5,-1,-9
CCc1ccccc1NC(=O)c1nnn(CC(=O)Nc2cccc(C)c2)c1N,1.1,12,?,?
CCC(=O)N(Cc1ccco1)c1nc(-c2cc(OC)ccc2OC)cs1,1.1,29,-2,-1
Cc1ccc(-n2c(=O)[nH]c3c(C(N)=O)nc(CC(C)C)nc32)cc1,1.1,10,6,-15
COCCOC(=O)c1cc(C(=O)c2cc(F)ccc2O)coc1=N,4.1*,13,?,?
Cc1cnc(-c2nnc(N(C)C(=O)C3CCOC3)s2)cn1 (stereo not drawn),0.99,18,0,12
CN(C)C(=O)CN(c1ccc(F)c(Cl)c1)S(C)(=O)=O,1.1,9,3,-20
COc1cccc(CNC(=O)CCS(=O)(=O)c2cccc3nonc23)c1,0.96,4,3,-8
# (list continues)
SMILES,Jurkat autofluor,Prostate diff,VLA-4 agonist,VLA-4 antagonist
Cc1ccc(C)c(S(=O)(=O)NCc2cccnc2)c1,1,11,7,-18
COc1cccc(NC(=O)c2oc3ccccc3c2NC(=O)C(C)(C)C)c1,1.1,1,0,3
CCCCN(CC)CCCNC(=O)CC1Oc2ccccc2NC1=O (stereo not drawn),1,9,-2,-12
COc1ccccc1NC(=O)c1nnn(Cc2ccccc2)c1NC(C)=O,0.99,7,2,-4
O=C1CC(N2CCOCC2)C(=O)N1c1ccc2c(c1)OCO2 (stereo not drawn),1,2,1,-19
O=C1c2ccccc2C(Nc2ccc(F)c(Cl)c2)N1Cc1ccco1 (stereo not drawn),1.2,11,-8,12
Cc1ccccc1-c1nc(CS(=O)CC(=O)NCCN2CCOCC2)c(C)o1 (stereo not drawn),1.4,5,?,-10
CC1=NCCN1S(=O)(=O)c1cc(Cl)ccc1Cl,1.1,4,2,-12
Cc1ccc(NC(=O)C2CCN(S(=O)(=O)c3cccc4nonc34)CC2)nc1,1.1,9,9,-28
Cn1c(C(=O)NCCCN2CCOCC2)cc2c(=O)n(C)c3ccccc3c21,1,13,2,-9

# Some entries already given, limited to VLA-4 agonist and VLA-4 antagonist:
Structure | VLA-4 agonist | VLA-4 antagonist
Cn1c(C(=O)NCCCN2CCOCC2)cc2c(=O)n(C)c3ccccc3c21 | 2 | -9
Cc1ccc(C)c(S(=O)(=O)NCc2cccnc2)c1 | 7 | -18

# The list continues:
SMILES,Jurkat autofluor,Prostate diff,VLA-4 agonist,VLA-4 antagonist
CC(C)CCn1cnc2c(cnn2-c2ccc(F)cc2)c1=O,0.98,15,2,-38
CCOC(=O)C(NCc1ccccc1OC)(NC(C)=O)C(F)(F)F (stereo not drawn),1.1,6,-3,-2
COC(=O)c1ccc(CSc2nnc(CNC(=O)c3ccccc3F)o2)o1,1,4,-4,16
O=C1C2ON(c3ccccc3)C(c3ccncc3)C2C(=O)N1c1ccc(N2CCOCC2)cc1 (stereo not drawn),0.96,7,4,-7
COc1ccc(N(CC(=O)Nc2cccc(C)c2)S(=O)(=O)c2c(C)n[nH]c2C)cc1,0.98,5,-6,23
O=C(CSc1nc2cc(S(=O)(=O)N3CCOCC3)ccc2o1)NC1CCCc2ccccc21 (stereo not drawn),1.1,8,3,-2
O=C1CCc2cc(S(=O)(=O)N3CCC(C(=O)NC4CCCC4)CC3)ccc2N1,1,2,11,16
CCOc1cc(C(=O)N(C)Cc2cc3ccccc3[nH]c2=O)cc(OCC)c1OCC,0.95,7,1,-6
CCOc1ccc(C2c3c(oc4ccccc4c3=O)C(=O)N2c2ccc(C)cn2)cc1OC (stereo not drawn),1.1,4,-1,-23
Cc1cccn2c(=O)c(C=NCc3ccccc3)c(NCCO)nc12,1,10,-1,-7
Cc1cc(Cl)ccc1NC(=O)CSc1nnc(Cc2cccs2)n1Cc1ccco1,0.97,11,2,-7
O=C(O)C1CC=CCC1C(=O)Nc1cc(Cl)ccc1Cl (stereo not drawn),0.96,6,-1,-4
Cc1cc(NCCN2CCOCC2)n2nc(C)c(-c3ccccc3)c2n1,0.98,6,0,-4
CCOc1ccc(C2NC(=O)c3n[nH]c(C)c32)cc1 (stereo not drawn),1,6,3,4
Fc1ccccc1-c1nc(NCCCN2CCOCC2)c2ccccc2n1,1,22,0,-6
COc1ccc(CCNC(=O)Cn2c(=O)oc3ccccc32)cc1OC,1,11,-16,-23
Cn1c(Cn2c(=O)sc3ccccc32)nnc1SCC(=O)Nc1ccc(F)cc1,0.86,7,?,?
COc1cccc(C2CC(c3c(Cl)cccc3Cl)n3nc(N)nc3N2)c1 (stereo not drawn),1.1,8,0,2
Cc1ccc(-c2cn3nc(C)c(C)nc3n2)cc1,2.1,12,?,?
Cc1cccc(N2CCN(C(=O)c3ccc(NC(=O)C4CCCO4)cc3)CC2C)c1 (stereo not drawn),1.2,3,-12,9
Cc1oc2cc3oc(=O)c4c(c3cc2c1C)CCC4,1,12,?,?
Cc1cccc(-n2nc3c(c2NC(=O)c2ccc(S(=O)(=O)N4CCOCC4)cc2)CSC3)c1C,1.1,9,5,2
CC1(C)NC(=O)N(CN2C(=O)NC(C)(C)C2=O)C1=O,1.1,9,8,-26
O=C(c1ccc(Cn2cc(Cl)cn2)o1)N1CCN(Cc2ccc3c(c2)OCO3)CC1,1.1,9,2,-4
CCC(=O)N1CCN=C1SCc1ccc(F)cc1,1,8,1,12
CCOC(=O)N1CCN(S(=O)(=O)c2ccc(C(=O)Nc3nc4ccc(F)cc4s3)cc2)CC1,1,14,7,-10
N#Cc1ccccc1Cn1c(=O)n(Cc2ccc(C(=O)NCc3ccco3)cc2)c(=O)c2sccc21,1.1,7,-4,-2
OCc1nc2ccccc2n1CC(O)Cn1ccc2ccccc21 (stereo not drawn),1.1,16,-3,-2
c1ccc2c(c1)CNC1(CCCCC1)C2,1,4,2,-8
CCOC(=O)c1c(O)c2ccccc2n(-c2ccccc2)c1=O,1,13,5,-6
O=C(COc1ccc(S(=O)(=O)NC2CCCCC2)cc1)NCc1ccccn1,1.1,11,2,-4
CCn1cc(C2=NOC(C(=O)Nc3ccc4c(c3)OCO4)C2)c(C)n1 (stereo not drawn),1.1,14,-2,28
CCOc1ccccc1C1C(C(=O)Nc2ccccc2OC)=C(C)Nc2nnnn21 (stereo not drawn),1.1,17,-6,-6
Cc1cccn2c(=O)c3cc(C(=O)NCCCn4ccnc4)n(C)c3nc12,1.5,2,?,?

# 6 successive records from above, quoted:
SMILES,Jurkat autofluor,Prostate diff,VLA-4 agonist,VLA-4 antagonist
c1ccc2c(c1)CNC1(CCCCC1)C2,1,4,2,-8
CCOC(=O)c1c(O)c2ccccc2n(-c2ccccc2)c1=O,1,13,5,-6
O=C(COc1ccc(S(=O)(=O)NC2CCCCC2)cc1)NCc1ccccn1,1.1,11,2,-4
CCn1cc(C2=NOC(C(=O)Nc3ccc4c(c3)OCO4)C2)c(C)n1 (stereo not drawn),1.1,14,-2,28
CCOc1ccccc1C1C(C(=O)Nc2ccccc2OC)=C(C)Nc2nnnn21 (stereo not drawn),1.1,17,-6,-6
Cc1cccn2c(=O)c3cc(C(=O)NCCCn4ccnc4)n(C)c3nc12,1.5,2,?,?

# Part of the list above, with values under each structure.
# Below each compound: Jurkat autofluor	Prostate diff	VLA-4 agonist	VLA-4 antagonist
> O=C(NCC1CCCO1)c1ccc(C(=O)NCC2CCCO2)cc1 (stereo not drawn)
  0.98	4	8	-20
> COC(=O)c1ccc(CSc2nnc(CNC(=O)c3ccccc3F)o2)o1
  1	4	-4	16
